FBW7 activator = human FBW7 E3 ligase activation, primary screen; Q969H0; AlphaScreen FBW7–phospho-cyclin E peptide binding, activator screen; normalized activity (activation), % at 26.1 µM; 0.13% of 650,000 active; in the data active = normalized activity above about 1.9%;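 also: purified mutant Fbw7 with reduced substrate affinity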
Target sequence (Q969H0 whole entry, looked up): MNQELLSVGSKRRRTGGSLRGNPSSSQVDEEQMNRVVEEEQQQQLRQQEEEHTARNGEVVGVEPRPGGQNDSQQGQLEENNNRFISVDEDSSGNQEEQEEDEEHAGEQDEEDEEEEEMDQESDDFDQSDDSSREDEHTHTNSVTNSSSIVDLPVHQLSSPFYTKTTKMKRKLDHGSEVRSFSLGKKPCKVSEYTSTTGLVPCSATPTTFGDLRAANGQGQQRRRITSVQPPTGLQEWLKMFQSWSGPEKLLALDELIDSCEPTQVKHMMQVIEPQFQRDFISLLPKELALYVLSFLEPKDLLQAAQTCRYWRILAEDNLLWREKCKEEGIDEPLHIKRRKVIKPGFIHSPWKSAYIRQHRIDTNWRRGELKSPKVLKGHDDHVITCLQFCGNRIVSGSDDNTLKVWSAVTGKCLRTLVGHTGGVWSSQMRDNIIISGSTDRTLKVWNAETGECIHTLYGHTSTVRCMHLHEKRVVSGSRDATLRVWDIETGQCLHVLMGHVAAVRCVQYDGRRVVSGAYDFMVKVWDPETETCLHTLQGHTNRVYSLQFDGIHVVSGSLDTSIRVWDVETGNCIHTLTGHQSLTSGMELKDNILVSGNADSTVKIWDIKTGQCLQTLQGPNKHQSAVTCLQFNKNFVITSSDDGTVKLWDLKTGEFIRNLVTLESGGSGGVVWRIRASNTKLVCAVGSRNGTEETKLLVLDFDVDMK
GPR151 ag = human GPR151 activation | activation, % at 11.2 µM | PathHunter beta-arrestin GPR151 cells, luminescence | 1% of 650,000 active; in the data active = activation above about 4.9%;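 also: 0% = median of compound wells and 100% = cells with positive control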
MITF inh = blocks human microphthalmia-associated transcription factor. 0.91% of 650,000 active. inhibition, % at 2.6 µM. AlphaScreen MITF homodimerization, bead proximity signal. O75030; in the data active = inhibition above about 50%;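 also: 0% = vehicle wells with protein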
TEAD-YAP block = TEAD-YAP interaction inhibition. HEK-TIYL cells, TEAD-Gal4/YAP UAS-luciferase luminescence. inhibition, % at 9.12 µM. 1.4% of 640,000 active; in the data active = inhibition above about 32%;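 also: 0% = median of test compound wells and 100% = reference inhibitor wells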
* marks the source's active call; other numbers are inactive results.

Every second line gives: FBW7 activator, GPR151 ag, MITF inh, TEAD-YAP block
CCOc1ccc(-n2c(C)cn3c4c(=O)n(Cc5ccccc5F)c(=O)n(C)c4nc23)cc1
 : -0.1, -0.2, 12, 5
CN(Cc1c(C(=O)N(C)C)nc2ccc(Cl)cn12)CC(O)c1ccccc1 (centres undefined)
 : -0.1, 0.6, -7, -9
Nc1nc(N2CCCC2CO)nc2c1ncn2-c1ccsc1 (centres undefined)
 : 0.0, 1.6, 6, 17
O=[N+]([O-])c1ccc(C2CNC(c3ccc4c(c3)OCO4)O2)cc1 (centres undefined)
 : 0.1, 3.4, 4, 1
Cc1ccc(/C=N/NC(=O)CNc2cccc(C)c2)cc1
 : -0.1, 1.8, 5, 38*
O=C(NCCc1ccccc1)C1CC(=O)N(Cc2ccc(Cl)cc2)C(=Nc2ccc(F)cc2)S1 (centres undefined)
 : 0.1, 1.3, -6, 2
CC(=O)NC1=NC(=O)/C(=C\c2sccc2C)S1
 : 0.0, -0.3, 0, -23
CN(C)/C=C/C=C1\CC(=O)N(c2ccccc2)C1=O
 : 0.0, -0.1, -8, -1
COC(=O)C(=O)CC(=O)c1ccccc1Cl
 : 0.1, 2.0, -5, -17
CSc1nc2c(c(=O)n1-c1ccccc1)C1(CCCC1)Cc1ccccc1-2
 : 0.4, -1.1, -8, -9
COc1ccccc1N1CC(O)(c2ccc(F)cc2)[N+]2=C1CCCCC2 (centres undefined)
 : 0.1, 1.6, -12, 7
CNC(=O)C(=O)NCC1OCCCN1S(=O)(=O)c1ccc(F)cc1 (centres undefined)
 : -0.3, 1.1, 6, 0
CCOC(=O)c1cccc(Nc2nc(-c3ccccc3Cl)nc3ccccc23)c1
 : 0.0, 0.2, 2, 11
CC(C)NCCCOc1ccc2ccccc2c1Br
 : -0.1, -0.9, -5, 40*
Cc1cc(=O)[nH]c(NC2CCN(Cc3nnnn3Cc3ccc4c(c3)OCO4)CC2)n1
 : 0.2, 0.6, -6, -3
COc1ccc(CN(C)S(=O)(=O)c2ccc(F)c(F)c2F)cc1OC
 : 0.1, 0.5, 6, 0
COc1ccc(CCNC(=O)CC2CCCCN2S(=O)(=O)c2ccccc2)cc1 (centres undefined)
 : 0.1, 3.3, -2, 5
C=CCO[C@H]1[C@H](NC(=O)COC)c2ccccc2C12CCN(C(=O)c1ccsc1)CC2
 : 0.2, 1.3, 4, 9
O=C(O)c1nccnc1C(=O)Nc1ccc(NC(=O)c2nccnc2C(=O)O)cc1
 : -0.5, -0.7, 6, 2
COc1ccc(S(=O)(=O)NC(CC(=O)NCc2ccc(C)cc2)c2ccco2)cc1 (centres undefined)
 : -0.1, -1.4, 10, 5
Cc1ncsc1CCC(=O)NCC1Cc2cccc(-c3ccncc3)c2O1 (centres undefined)
 : -0.2, -0.4, 1, -5
Cc1cc(C(=O)N/N=C/c2ccc(O)c(O)c2O)c(C)n1-c1ccccc1
 : -1.2, 0.8, 39, 7
COC(=O)C1=C(C)N(C)C(=S)NC1c1ccc2c(c1)OCO2 (centres undefined)
 : 0.0, -0.3, 15, 9
CC(C)N1CCC(N2CCN(Cc3ccc(Oc4ncccn4)cc3)CC2CCO)CC1 (centres undefined)
 : 0.0, 0.3, 3, -1
C=CCN1C(=O)C2(c3ccccc31)c1c(oc3ccc(F)cc3c1=O)C(=O)N2CCOC (centres undefined)
 : 0.0, -0.2, -4, 1
COC(=O)C1=C(O)CSC1=Nc1ccc([N+](=O)[O-])cc1
 : 0.1, 1.9, -6, 3
CC1CN(c2nc3c(c(=O)[nH]2)CCN(Cc2cc4c(cc2Cl)OCO4)C3)CC(C)O1 (centres undefined)
 : -0.2, -0.3, 5, 2
COc1ccc(C(=O)NNC(=O)COc2ccc(-c3ccccc3)cc2)cc1OC
 : 0.4, 1.9, 10, 2
CCn1cc(CCC(=O)NCc2ccco2)c2ccccc21
 : -0.2, 0.3, -2, -13
Cc1ccc(Cn2c(=O)c3cccnc3n(CC#N)c2=O)cc1
 : 0.0, -0.7, 8, -3

Molecules listed so far that contain an NH in an aromatic ring (two):
Every second line gives: FBW7 activator, GPR151 ag, MITF inh, TEAD-YAP block
Cc1cc(=O)[nH]c(NC2CCN(Cc3nnnn3Cc3ccc4c(c3)OCO4)CC2)n1
 : 0.2, 0.6, -6, -3
CC1CN(c2nc3c(c(=O)[nH]2)CCN(Cc2cc4c(cc2Cl)OCO4)C3)CC(C)O1 (centres undefined)
 : -0.2, -0.3, 5, 2

Results in TEAD-YAP block and MITF inh, for 3 of the compounds above:
| SMILES | TEAD-YAP block | MITF inh |
| --- | --- | --- |
| CN(C)/C=C/C=C1\CC(=O)N(c2ccccc2)C1=O | -1 | -8 |
| COC(=O)C(=O)CC(=O)c1ccccc1Cl | -17 | -5 |
| CSc1nc2c(c(=O)n1-c1ccccc1)C1(CCCC1)Cc1ccccc1-2 | -9 | -8 |

(continued)
Molecule,FBW7 activator,GPR151 ag,MITF inh,TEAD-YAP block
Cc1ccc(/C=N/NC(=O)CNC(=O)c2ccc(S(=O)(=O)N(C)C)cc2)o1,0.1,-0.7,-8,4
CC(=O)c1cccc(NC(=O)CS(=O)(=O)c2ccc(C)cc2)c1,-0.2,0.0,4,-6
COc1cccc(-c2nc(CS(=O)(=O)CC(=O)Nc3cccc(C)c3C)c(C)o2)c1,-0.2,1.4,-4,7
O=C(NCCc1c[nH]c2ccccc12)C(=O)Nc1ccccc1F,-0.1,-0.1,-11,-7
CC1=C(C(=O)OCC(C)C)C(c2ccc(C#N)cc2)c2c(n(C)c(=O)n(C)c2=O)N1 (centres undefined),0.0,-0.9,-9,0
COc1ccc(-n2nc3c(c2NC(=O)c2c(F)cccc2F)CS(=O)(=O)C3)cc1,0.5,7.1*,17,1
CCCNc1nc(N2CCCC(C(=O)N(CC)CC)C2)nc2c1ncn2-c1ccccc1 (centres undefined),-0.4,2.5,27,21
COc1cc(OC)cc(C(=O)Nc2ccc(Cl)c(-c3nc4cc(Cl)ccc4o3)c2)c1,0.1,0.6,8,3
O=C(NCC1(c2ccccc2)CCOCC1)C1CC12CCN(Cc1cccnc1)CC2 (centres undefined),-0.1,0.0,-7,7
CC(=O)c1ccc(OCCCC(=O)OCC(=O)c2ccc3c(c2)OCCO3)cc1,-0.1,-1.9,-3,0
Cc1ccc(CN(C(=O)c2cc3ccccc3oc2=O)C2CCS(=O)(=O)C2)o1 (centres undefined),0.3,-0.3,-5,-45
COc1ccc2c(c1)CN(c1cccc(C(=O)O)c1)CO2,-0.1,-1.9,8,-62
COc1ccccc1NC(=O)CSc1nc2ccsc2c(=O)n1Cc1ccc2c(c1)OCO2,-0.5,0.9,1,6
O=C(CSc1nnc2ncccn12)Nc1ccccc1Cl,1.3,-0.2,4,13
Cc1ccc(Cn2cnc3c(cnn3-c3cccc(Cl)c3)c2=O)cc1,0.1,1.5,-20,6
Cc1ccccc1NC(=O)CN(c1ccc(Cl)cc1C)S(C)(=O)=O,-0.1,5.3*,1,-3
CN1CCN(C(=O)CCNC(=O)Cn2cnc3ccccc3c2=O)CC1,-0.1,0.8,-6,-3
O=c1c2cc(Cl)ccc2[nH]c(=S)n1CCCN1CCOCC1,0.0,0.4,-13,-7
CS(=O)(=O)N(CC(=O)Nc1ccccc1C(F)(F)F)c1cccc2ccccc12,0.2,0.6,13,3
CCCCOc1ccc(C(=O)Nc2ccc3nc(SCC(=O)NC4CCCCC4)sc3c2)cc1,-0.1,0.6,7,-3
CCOC(=O)CSc1nc2c(sc(=S)n2-c2ccc(CC)cc2)c(=O)n1-c1ccccc1OC,0.5,-0.3,17,-10
O=C(NC1CCCCC1)N[C@H]1C[C@H]2C(=O)N3CCC[C@@H]3C(=O)N2C1,0.0,-2.1,8,5
C=CCNC(=O)COc1cc(C)c(Br)c(C)c1C,0.0,-1.4,3,-1
COc1ccc(C(=O)Nc2cnc(NC(=O)c3ccccc3)cc2C)cc1,0.2,-2.1,-8,45*
CCOc1ccc(C2Nc3ccccc3C(=O)N2c2ccc3ccccc3c2)cc1 (centres undefined),-0.1,-7.2,1,74*
Cc1ccc(C)c(NC(=S)N(Cc2ccc(Cl)cc2)Cc2ccc(C(=O)O)cc2)c1,0.4,1.1,-2,11
O=[N+]([O-])c1cnn(-c2nc(-c3cccs3)cc(C(F)(F)F)n2)c1,-0.1,-0.3,-6,-3
CCC(=O)N1c2ccccc2NC2=C(C(=O)CC(C)(C)C2)C1c1ccc(N(C)C)cc1 (centres undefined),0.0,-0.3,2,16
Cc1nc(NC(=O)c2cccs2)ccc1Br,1.0,-5.0,19,-48
Cc1ccc2nc(C)cc(NCCCN(C)C)c2c1,0.2,0.1,20,-1
CCN1C(=O)/C(=C2/C=Cc3ccccc3N2CC)SC1=Nc1ccc2sc(C)nc2c1,-0.1,-0.1,23,-28
O=C(O)c1ccc(C(=O)NCc2ccccc2)c(C(=O)O)c1,0.1,-0.1,-3,3
Clc1cccc(CSc2nnc(-c3ccncc3)o2)c1,-0.8,0.3,2,21
CSCCC(NC(=O)/C(=C\c1ccc(F)cc1)NC(=O)c1ccco1)C(=O)O (centres undefined),0.0,1.0,14,2
COc1ccc(-c2ncc(C(=O)NCCN3CCOCC3)s2)cn1,0.1,-0.6,-3,-1
O=S(=O)(c1ccc(-c2csc(=Nc3ccc(OC(F)(F)F)cc3)n2CCc2ccccc2)cc1)N1CCOCC1,0.0,-0.7,0,-8
O=S(=O)(NCc1ccccc1)c1cccc2cccnc12,0.0,-1.2,9,8
Nn1c(SCC(=O)Nc2cc(C(F)(F)F)ccc2Cl)nnc1-c1cccnc1,-0.2,2.4,-2,-4
O=C1/C(=C\c2ccc([N+](=O)[O-])cc2)SC(=S)N1CN1CCCCC1,0.1,-1.1,16,-5
CC(C)(C)c1ccc(C(=O)NC(=O)CSc2n[nH]c(N)n2)cc1,-0.1,-2.7,-11,-12
CCOc1cccc(CN2CCN(CCCc3ccccc3)C(CCO)C2)c1O (centres undefined),0.8,-1.3,16,-8
Cc1ccc(C)c(CN2CCN(c3nc4c(c(=O)[nH]c(=O)n4C)n3CCC(C)C)CC2)c1,-0.2,0.4,1,2
Oc1c(C2CC3CCC2C3)cccc1C1CC2CCC1C2 (centres undefined),0.0,2.8,-4,-32
CCOC(=O)N1CCN(C(=O)c2cc3c(-c4cccc(OC)c4)nn(C)c3s2)CC1,0.5,-0.9,4,25
COC(=O)c1ccc(C)c(NC(=O)c2ccc(C3SCC(=O)N3Cc3ccccc3)cc2)c1 (centres undefined),0.3,1.4,16,10
COc1ccc(/C=C2N=C(/C=C/c3ccc(Cl)cc3Cl)OC\2=O)cc1,0.0,-1.7,6,-7
CC(=O)N1CCC2(CC1)OCc1cc(-c3ccc(C(F)(F)F)cc3)ccc1O2,0.0,2.8,-7,0
NC(=O)COC(=O)c1ccc(Oc2ccc(C(=O)OCC(N)=O)cc2)cc1,-0.1,-1.9,1,-3
COc1ccc(/C=C2/C(=O)N(c3ccccc3)N=C2CSc2ccc(Cl)cc2)cc1OC,-0.1,1.6,-4,5
CSc1nnc(-c2ccccc2N)c(=O)[nH]1,0.1,3.3,13,9
O=C(Nc1ccc(N2CCOCC2)cc1)c1ccc2nc(Nc3ccc(-n4ccnc4)cc3)sc2c1,-0.3,-1.2,8,-7
O=C(CSc1ncnc2ccccc12)Nc1ccc(Cl)cc1,0.0,-1.1,6,11
CC(C)(C)C(=O)Nc1ccc2c(c1)C(=O)NC2=O,-0.1,-1.7,-6,1
CNc1nnc(-c2cccc(N(C)C)c2)s1,-0.2,-0.7,9,2
Cc1cc(C=C2C(=O)N(C)C(=S)N(C)C2=O)c(C)n1-c1ccccn1,0.0,-0.1,0,-5

Sorted by formula weight (rising): 5 of the compounds above.
Molecule,FBW7 activator,GPR151 ag,MITF inh,TEAD-YAP block
CSc1nnc(-c2ccccc2N)c(=O)[nH]1,0.1,3.3,13,9
Clc1cccc(CSc2nnc(-c3ccncc3)o2)c1,-0.8,0.3,2,21
Cc1cc(C=C2C(=O)N(C)C(=S)N(C)C2=O)c(C)n1-c1ccccn1,0.0,-0.1,0,-5
O=C1/C(=C\c2ccc([N+](=O)[O-])cc2)SC(=S)N1CN1CCCCC1,0.1,-1.1,16,-5
CC(=O)N1CCC2(CC1)OCc1cc(-c3ccc(C(F)(F)F)cc3)ccc1O2,0.0,2.8,-7,0
